BaF3 parental: counter-screen for JAK2V617F inhibitors: parental Ba/F3 viability inhibitors. AID 1486. hit rate 1.1% among 220,000. CellTiter-Glo ATP luminescence. inhibition, % at 5.6 µM;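 active means inhibition above a per-campaign cutoff, the mean inhibition of all tested compounds plus 3 SD, cut at about 27% in these data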;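 further: 0% = DMSO wells and 100% = JAK Inhibitor I control wells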
EP2 antag: blocks the human prostaglandin E2 receptor EP2. P43116. C6 glioma cells expressing human EP2, cAMP TR-FRET; cells stimulated with saturating PGE2. inhibition, % at 25 µM. hit rate 0.52% among 260,000. AID 1422;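 active means percent inhibition above 40 after rounding to a whole number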;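 further: rat C6 glioma host cells with rolipram phosphodiesterase inhibitor present; the protocol text gives 20 µM as final concentration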
RBBP9 inhibitor: blocks human serine hydrolase RBBP9; recombinant RBBP9, FP-Rh probe fluorescence polarization; hit rate 0.2% among 220,000; O75884; AID 1515; inhibition, % at 7.94 µM;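 active means inhibition above the campaign mean of all tested compounds plus 3 SD, cut at about 14% in these data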;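 further: plate controls were DMSO wells with RBBP9 for no effect and wells lacking RBBP9 protein for full effect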
Target sequence (O75884 whole entry, looked up): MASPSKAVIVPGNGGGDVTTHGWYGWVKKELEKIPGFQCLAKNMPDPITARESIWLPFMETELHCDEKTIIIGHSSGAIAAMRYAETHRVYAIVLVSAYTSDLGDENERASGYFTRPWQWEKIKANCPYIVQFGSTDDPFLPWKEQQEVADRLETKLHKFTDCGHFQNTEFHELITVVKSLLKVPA
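System: RBBP9 protein | Quantity: 2.5 µM RBBP9 dispensing solution, before mixing | Reagent: FP-Rh probe, 375 nM dispensing solution | Timing: Enzyme-compound preincubation 30 min, then probe labeling 45 min, 25 °C | Measured by: Fluorescence polarization | Read-out: % inhibition | Replication: One well per compound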
p47phox inh: p47phox (human) inhibition. P14598. p47phox/p22phox peptide binding, fluorescence polarization, 2 h. inhibition, % at 24.7 µM. hit rate 0.53% among 220,000. AID 1274;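 active means inhibition above about 30%, limit read from the data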;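 further: 0% = p47phox with labelled peptide and 100% = labelled peptide alone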
PPC-1+TRAIL kill: kills PPC-1 cancer cells in the presence of TRAIL. hit rate 0.41% among 220,000. cell killing (% activity), % at 4 µM. PPC-1 cells + TRAIL, ATPLite viability luminescence. AID 1443;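 active means cell killing above 50% in the first pass at 4 µM, then a duplicate retest at 5 µM averaging 50% or more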;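 further: plate controls were cells with TRAIL plus DMSO for no effect and medium-only wells lacking cells for full effect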
p97 inhibitor: blocks human p97 ATPase activity | P55072 | recombinant p97 ATPase, Kinase-Glo ATP luminescence, 3 h | inhibition, % at 8 µM | hit rate 0.42% among 220,000; in the data active means inhibition above about 15%;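 further: 0% = DMSO vehicle and 100% = wells lacking enzyme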
Target sequence (P55072 whole entry, looked up): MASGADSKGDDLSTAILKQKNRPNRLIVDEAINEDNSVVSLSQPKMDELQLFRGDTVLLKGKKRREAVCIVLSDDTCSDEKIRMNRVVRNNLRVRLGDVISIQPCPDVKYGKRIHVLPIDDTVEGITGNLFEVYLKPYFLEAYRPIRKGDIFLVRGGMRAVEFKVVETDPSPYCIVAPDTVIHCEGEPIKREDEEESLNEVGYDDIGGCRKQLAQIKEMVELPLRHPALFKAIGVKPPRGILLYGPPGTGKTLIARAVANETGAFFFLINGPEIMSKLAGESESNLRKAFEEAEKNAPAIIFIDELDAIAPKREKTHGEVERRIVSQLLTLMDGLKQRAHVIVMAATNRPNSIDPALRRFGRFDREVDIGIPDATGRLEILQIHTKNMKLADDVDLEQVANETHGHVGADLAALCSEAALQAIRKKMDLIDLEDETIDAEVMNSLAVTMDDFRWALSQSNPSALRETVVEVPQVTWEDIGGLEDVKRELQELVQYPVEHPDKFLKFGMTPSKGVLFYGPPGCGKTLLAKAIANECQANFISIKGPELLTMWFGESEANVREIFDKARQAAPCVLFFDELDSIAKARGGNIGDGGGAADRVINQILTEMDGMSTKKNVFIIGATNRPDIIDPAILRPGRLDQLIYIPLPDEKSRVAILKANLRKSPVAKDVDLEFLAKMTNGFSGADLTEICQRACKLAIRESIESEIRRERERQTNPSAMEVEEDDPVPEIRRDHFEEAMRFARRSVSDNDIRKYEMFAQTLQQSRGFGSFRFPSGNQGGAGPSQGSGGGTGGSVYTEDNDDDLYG
Furin inhibitor: blocks human furin protease activity; P09958; purified furin, fluorogenic substrate cleavage; inhibition, % at 30 µM; hit rate 0.061% among 220,000; in the data active means inhibition above about 25%; further: inactives centre near -15
TbHK1 inh: T. brucei hexokinase 1 inhibition. recombinant TbHK1, G6PDH-coupled NADH A340. inhibition, % at 10 µM. hit rate 0.11% among 220,000;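 active means inhibition of 50% or more in the single-dose primary screen; inactive means inhibition below 50%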
Ba/F3 V617F tox: lowers viability of Ba/F3 cells expressing EpoR and JAK2V617F | inhibition, % at 5.6 µM | ATP luminescence | AID 1446 | hit rate 1.1% among 220,000;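 active means inhibition above the campaign mean plus 3 SD over all tested compounds, cut at about 24% in these data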;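 further: cytokine-independent growth of Ba/F3 cells driven by EpoR plus mutant JAK2; 0% = DMSO-treated cells and 100% = JAK inhibitor I control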
Numbers without * were called inactive; x = no result given; & = joins results of further samples; [ ] = remark or other dose. Only part of the results is shown (hit frequency here may not be typical).

1: Cc1nn(-c2ccccc2)c(N2CCCC2)c1/C=N/Nc1ccc(S(N)(=O)=O)cc1[N+](=O)[O-]
2: O=C(Nc1ccccc1Cl)c1cccc(NS(=O)(=O)c2ccccc2)c1
3: Cc1cccc(NC(=O)c2ccc(C(=O)Nc3cccc(C)c3)nc2)c1
4: C=CCOC(=O)C1=C(C)NC(SCC(=O)N(CC)CC)=C(C#N)C1c1ccco1 (stereo unspecified)
5: Cc1ccc(Cl)cc1NC(=S)N(CCCN1CCN(C)CC1)Cc1cccs1
6: CCCCOc1ccc(-c2nc(=S)[nH][nH]2)cc1
entry no.	1	2	3	4	5	6
BaF3 parental	11	2	3	5	8	8
EP2 antag	16	10	11	10	3	-1
RBBP9 inhibitor	0	-4	-5	-8	2	-5
p47phox inh	-4	-12	-5	x	-5	0
PPC-1+TRAIL kill	2	13	-1	18	-21	16
p97 inhibitor	1	5	3	-2	1	-1
Furin inhibitor	-7	-14[20 µM]	-18	-26[20 µM]	-24	-30[20 µM]
TbHK1 inh	-17	-6	1	-3	-2	-13
Ba/F3 V617F tox	2	-5	-3	-3	0	4

7: O=C(NC(O)C(=O)c1cccs1)c1cccnc1 (stereo unspecified)
8: COc1ccc(C(CC(=O)Nc2cc(OC)cc(OC)c2)n2cccc2)cc1 (stereo unspecified)
9: CCOC(=O)c1cc2nc(Nc3ccc(OC)cc3)sc2s1
10: CC(C)C(=O)NC(=S)Nc1ccccc1C(=O)NC1CCCCC1
11: CCC(C)NC(=O)Nc1ccccc1C (stereo unspecified)
12: CCc1c(O)nc(SCC(=O)Nc2ccccc2C)[nH]c1=O
entry no.	7	8	9	10	11	12
BaF3 parental	4	4	2	1	2	2
EP2 antag	8	10	6	10	12	1
RBBP9 inhibitor	-4	-5	-4	-4	-9	-3
p47phox inh	-11	-26	-48	-6	-7	-14
PPC-1+TRAIL kill	15	7	-6	8	5	8
p97 inhibitor	2	-7	-7	-1	3	-3
Furin inhibitor	-31	-4	-5[20 µM]	-9	-24[20 µM]	-8[20 µM]
TbHK1 inh	0	28	-12	-4	4	3
Ba/F3 V617F tox	3	1	4	-1	-2	-1

13: CCCN(CCC)C(=O)C1CC(=O)OC12CCOC(C)(C)C2 (stereo unspecified)
14: O=c1c(C=NCc2cccnc2)c(C(F)(F)F)[nH]n1-c1nc2ccccc2s1
15: CCC(CC)c1nnc(NC(=O)CN2C(=O)C3C4C=CC(C4)C3C2=O)s1 (stereo unspecified)
16: CCOC(=O)c1cnn(-c2ccccc2)c1-n1cccc1
17: CC(=O)OCc1c(F)c(F)c(-n2nc(C)cc2C)c(F)c1F
18: CNS(=O)(=O)c1cccc(C(=O)OCC(=O)Nc2ccc(N3CCCCC3)cc2)c1
entry no.	13	14	15	16	17	18
BaF3 parental	3	5	5	0	2	6
EP2 antag	10	7	13	10	10	4
RBBP9 inhibitor	-8	-10	0	-2	-9	-10
p47phox inh	-7	-3	-7	-8	-19	-2
PPC-1+TRAIL kill	29	x	-7	30	14	15
p97 inhibitor	-5	-19	3	1	1	-3
Furin inhibitor	-26	-13	-13[20 µM]	-19[20 µM]	-20	-23
TbHK1 inh	-2	0	3	2	3	-1
Ba/F3 V617F tox	0	6	-2	-3	-1	3

19: CC(=O)/C=C/c1ccc2ccccc2n1
20: Cn1c(=O)c2c(ncn2CC(=O)N2CCN(c3ccc([N+](=O)[O-])cc3)CC2)n(C)c1=O
21: Cc1cc(OCCCCCNCCO)ccc1Cl
22: FC(F)(F)c1cccc(Cc2noc(CN3CCCC(CN4CCCC4)C3)n2)c1 (stereo unspecified)
23: O=C(Cc1cccs1)NCc1cccc(F)c1
24: NC(=O)c1ccccc1OCCOCCOCCOc1ccccc1C(N)=O
entry no.	19	20	21	22	23	24
BaF3 parental	-2	1	6	8	4	2
EP2 antag	11	13	11	8	6	8
RBBP9 inhibitor	4	-8	1	-2	-1	-13
p47phox inh	-10	-3	-2	-12	4	2
PPC-1+TRAIL kill	17	16	34	1	22	6
p97 inhibitor	3	5	3	-3	0	0
Furin inhibitor	-13[20 µM]	2	-15[20 µM]	-6	-20	-26[20 µM]
TbHK1 inh	-19	-17	6	-6	-9	-10
Ba/F3 V617F tox	18	0	0	0	-4	1

25: C=CCc1ccccc1OCC(O)CNC (stereo unspecified)
26: CC(C)c1nc(N2CCN(C(=O)c3ccccc3)CC2)c(C#N)c2c1COC(C)(C)C2
27: O=C(c1cccs1)N(Cc1ccco1)c1nc(-c2ccc(F)cc2)cs1
28: O=C(Nc1ccc(S(=O)(=O)N2CCOCC2)cc1)c1cc(-c2cc(Cl)ccc2O)n[nH]1
29: COc1ccccc1C(c1nnnn1CC1CCCO1)N1CCC(C(N)=O)CC1 (stereo unspecified)
30: O=C(CN1CCN(Cc2ccccc2F)C1=O)NCc1cccnc1
entry no.	25	26	27	28	29	30
BaF3 parental	2	4	1	60*	3	1
EP2 antag	18	5	16	3	16	10
RBBP9 inhibitor	-4	9	-6	-43	-6	-1
p47phox inh	-2	2	-18	-33	1	-1
PPC-1+TRAIL kill	9	-12	11	9	-2	30
p97 inhibitor	4	2	5	-5	-1	11
Furin inhibitor	-10	-10[20 µM]	-19[20 µM]	-14	-21[20 µM]	-6
TbHK1 inh	6	0	7	-12	2	3
Ba/F3 V617F tox	1	1	-4	77*	1	-3

Random excerpt: three records from the list, in no set order.
28: O=C(Nc1ccc(S(=O)(=O)N2CCOCC2)cc1)c1cc(-c2cc(Cl)ccc2O)n[nH]1
25: C=CCc1ccccc1OCC(O)CNC (stereo unspecified)
30: O=C(CN1CCN(Cc2ccccc2F)C1=O)NCc1cccnc1
entry no.	28	25	30
BaF3 parental	60*	2	1
EP2 antag	3	18	10
RBBP9 inhibitor	-43	-4	-1
p47phox inh	-33	-2	-1
PPC-1+TRAIL kill	9	9	30
p97 inhibitor	-5	4	11
Furin inhibitor	-14	-10	-6
TbHK1 inh	-12	6	3
Ba/F3 V617F tox	77*	1	-3

Later entries.
31: CC(=O)/C(N=Nc1ccc(OC(F)(F)F)cc1)=C(\C)O
32: O=C(CSc1c(F)c(F)cc(F)c1F)Nc1ccc(C2SCCS2)cc1
33: Cc1ccc(C(=O)NNC(=O)c2cccs2)cc1
34: Cc1oc(-c2ccc(Cl)cc2)nc1CN1CCC(C(=O)NCCCN2CCCC2=O)CC1
35: COc1ccc(OC)c(C2NC(=O)c3sc(=S)n(-c4ccccc4)c3N2)c1 (stereo unspecified)
36: Cc1ccc(Cn2nnnc2CN2CCC(NC(=O)c3ccccc3F)CC2)cc1
entry no.	31	32	33	34	35	36
BaF3 parental	1	1	-1	-4	-1	7
EP2 antag	8	2	12&7	6	2	7
RBBP9 inhibitor	-16	1	5	-3	-7	3
p47phox inh	7	-24	-3	-25	-11	-3
PPC-1+TRAIL kill	13	14	9	2	18	-28
p97 inhibitor	-6	-4	1	3	-1	10
Furin inhibitor	-18	-22	4	-6	-7[20 µM]	-4[20 µM]
TbHK1 inh	-15	24	-7	-5	-16	0
Ba/F3 V617F tox	2	0	-3	-2	-2	-2

37: O=C(CSc1ccc(-c2cccnc2)nn1)c1ccc([N+](=O)[O-])cc1
38: COc1ccc(C2CC(c3ccc4ccccc4c3)=NN2C(=O)CSc2ncccn2)cc1 (stereo unspecified)
39: Cc1ccccc1C(=O)Nc1cc(S(=O)(=O)N2CCCCC2)ccc1N1CCN(C)CC1
40: CCOC(=O)c1sc2nc(CC(C)C)c3c(c2c1N)CCC3
41: O=C(Nc1ccccc1)N1CCN(c2ccc(C(F)(F)F)cn2)CC1
42: Cc1ccc(C2CC(=O)c3cnn(-c4nc(C)cc(C)n4)c3C2)cc1 (stereo unspecified)
entry no.	37	38	39	40	41	42
BaF3 parental	7	3	2	13	8	5
EP2 antag	1	6	5	7	6	13
RBBP9 inhibitor	-11	-9	0	-3	7	-3
p47phox inh	-2	-30	-14	-13	-5	16
PPC-1+TRAIL kill	8	6	21	19	-6	12
p97 inhibitor	-1	1	-1	-5	-1	3
Furin inhibitor	-21	-19	-7	-14	-13[20 µM]	-1
TbHK1 inh	-2	-18	-8	-1	3	16
Ba/F3 V617F tox	0	-4	-1	4	1	-1

43: c1ccc(OCc2nc3c4c(ncn3n2)-c2ccccc2CC42CCCC2)cc1
44: CCCCN(CC)Cc1ccc(CNC(=O)Nc2ccc(OCC)cc2)o1
45: COc1ccc(CC(=O)N/N=C/c2c(C)n(C)c3ccccc23)cc1OC
46: Cc1nc(SCC(=O)NCc2ccco2)c2c(C)c(C)sc2n1
47: CC(NC(=O)c1cc(=O)[nH]c2ccc(Br)cc12)c1ccccc1 (stereo unspecified)
48: CC1CN=C(c2cccn2Cc2ccc(F)cc2Cl)O1 (stereo unspecified)
entry no.	43	44	45	46	47	48
BaF3 parental	4	7	1	8	5	4
EP2 antag	4	7	6	3	4	x
RBBP9 inhibitor	-8	-8	-8	7	-10	-1
p47phox inh	-19	-7	3	-14	-10	-4
PPC-1+TRAIL kill	24	13	-4	15	15	24
p97 inhibitor	1	-5	-2	0	-3	-4
Furin inhibitor	-17	-21[20 µM]	-5	-21[20 µM]	-25	-16
TbHK1 inh	-4	1	-42	-5	-14	0
Ba/F3 V617F tox	0	4	4	-2	1	0

49: Cc1nn2c(NCCOCCO)c3c(nc2c1-c1ccccc1)CCC3
50: CCCN1Cc2cccc(C(=O)NCc3ccc4c(c3)OCO4)c2C1=O
51: Cc1[nH]c2ccccc2c1C(=O)COC(=O)C1CC(=O)N(Cc2ccccc2)C1 (stereo unspecified)
52: COc1ccc(Cl)cc1NC(=O)CSc1nnc(Cn2c(=O)sc3ccccc32)n1C
53: CCc1cccc(CC)c1NC(=O)CCCSc1nc2ccccc2s1
54: O=C(COC(=O)c1cn(-c2ccccc2)nc1-c1ccc(F)cc1)Nc1ncc(Cl)cc1Cl
entry no.	49	50	51	52	53	54
BaF3 parental	1	7	5	2	7	12
EP2 antag	4	14	11	1	6	10
RBBP9 inhibitor	-10	-10	-4	-5	-7	-1
p47phox inh	-3	-7	-7	-5	-26	-33
PPC-1+TRAIL kill	4	6	7	18	2	22
p97 inhibitor	-7	4	0	3	0	-1
Furin inhibitor	-10	-11	-13[20 µM]	-22	-27	-13
TbHK1 inh	-22	-7	23	11	-4	4
Ba/F3 V617F tox	6	1	2	-3	3	7

Reformatted with tabs: part of the list above.
entry	SMILES	BaF3 parental	EP2 antag	RBBP9 inhibitor	p47phox inh	PPC-1+TRAIL kill	p97 inhibitor	Furin inhibitor	TbHK1 inh	Ba/F3 V617F tox
53	CCc1cccc(CC)c1NC(=O)CCCSc1nc2ccccc2s1	7	6	-7	-26	2	0	-27	-4	3
49	Cc1nn2c(NCCOCCO)c3c(nc2c1-c1ccccc1)CCC3	1	4	-10	-3	4	-7	-10	-22	6

Following part.
55: CN(C)C(=O)CSc1nnc(Cc2ccc([N+](=O)[O-])cc2)o1
56: CN(Cc1nc(CCc2ccccc2)no1)Cc1cccs1
57: Cc1nc(-c2coc3cc(C)c(N=O)c(O)c3/c2=N\N)cs1
58: CCCc1nc(SCC(=O)N2CCCC2)c2ccccc2n1
59: O=S(=O)(Nc1cccc(CO)c1)c1cccs1
60: CCOC(=O)Cc1csc(NC(=O)CC(C)(C)C)n1
entry no.	55	56	57	58	59	60
BaF3 parental	2	-2	4	8	-1	0
EP2 antag	6	4	6	6	15	8
RBBP9 inhibitor	-3	-6	-9	-10	7	-3
p47phox inh	-20	4	-11	-3	-8	-14
PPC-1+TRAIL kill	22	11	-2	3	4	17
p97 inhibitor	2	1	4	-2	8	0
Furin inhibitor	-13[20 µM]	-19	-25	-20	-14	-14[20 µM]
TbHK1 inh	5	-2	-13	-3	-10	2
Ba/F3 V617F tox	-3	-1	-2	0	-2	-2

Source: PubChem BioAssay
